# Bioassay records from PubChem.
# PriA SSB inh: K. pneumoniae PriA-SSBct interaction inhibition; inhibition, % at 33 µM; 430,000 tested, 0.6% active; AlphaScreen SSBct-PriA binding, biotinylated peptide; in the data active = inhibition mostly above about 37%, no sharp cut-off; inactive = mostly below about 20%;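 note: plate controls were negative control peptide for no effect and reference peptide for full effect; strong numbers were not always called active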
# DUSP3 inh: DUSP3 (human) phosphatase inhibition | P51452 | recombinant VHR phosphatase, pNPP absorbance | inhibition, % at 13.3 µM | 290,000 tested, 0.52% active; in the data active = inhibition above about 50%; note: some compounds called inactive have numbers as strong as hits
# BoNT-A LC inh2: BoNT A light chain protease inhibition; 360,000 tested, 0.17% active; multiplex microsphere protease substrate cleavage, flow cytometry; inhibition, % at 10 µM; note: plate controls were buffer without enzyme for full effect and enzyme alone for no effect
# Y pestis TopoI: inhibitors of Yersinia pestis topoisomerase I | Y. pestis Topo-I cleavage product accumulation, plate reader | activity, % at 10 µM | 360,000 tested, 0.064% active | AID 504884; in the data active = activity above about 50%, passing the limit was not always enough; inconclusive = no clear call, values can overlap the other calls; note: inactives centre near 2
# CCHFV vOTU inh: CCHFV vOTU protease inhibition; Pep-AMC fluorescence; inhibition, % at 11.5 µM; 370,000 tested, 0.55% active; in the data active = inhibition above about 30%; note: 0% = vehicle wells with enzyme and 100% = no enzyme wells
# Anthrax LF prot: inhibitors of Bacillus anthracis lethal factor protease; P15917; multiplex microsphere protease cleavage assay, LF; inhibition, % at 10 µM; 360,000 tested, 0.12% active; note: plate controls were buffer without enzyme for full effect and enzyme alone for no effect
# Vc quorum ag: quorum light induction in luxS cqsA deficient V. cholerae; V. cholerae BH1578 lux reporter, luminescence, 6 h; activation, % at 18.7 µM; 350,000 tested, 0.16% active; in the data active = activation mostly above about 9.7%, no sharp cut-off; inconclusive = no clear call, values can overlap the other calls; inactive = mostly below about 3.7%; note: not every result past the cut was called active; inactives centre near 0; reference of the scale not given here
# TcdB inh: inhibitors of Clostridioides difficile toxin B glycohydrolase; P18177; TcdB glycohydrolase enzymatic assay, plate reader; inhibition, % at 9.99 µM; 350,000 tested, 0.24% active; in the data active = inhibition above about 10%
# PfHsp40 yeast: restores yeast growth despite PfHsp40 toxicity; AID 504582; S. cerevisiae expressing PfHsp40, growth rescue, ATP luminescence; 340,000 tested, 0.68% active; growth rescue, % at 12.5 µM; in the data active = growth rescue above about 28%, passing the limit was not always enough; inconclusive = no clear call, values can overlap the other calls;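 note: yeast W303a lacking pdr1 and pdr3 grown in galactose medium; growth measured after three days at 30 °C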
# SARS 3CLpro inh: SARS-CoV 3CLpro protease inhibition; inhibition, % at 6 µM; recombinant SARS-CoV 3CLpro, quenched FRET peptide cleavage; 290,000 tested, 0.14% active; in the data active = inhibition above about 12%
# * marks the source's active call; other numbers are inactive results; i = inactive; ? = inconclusive; . = not tested or not shown; & = joins results of further samples. Cut-off read from the data, not from the text of the source, unless noted: active = inhibition above about 30%; inconclusive = no clear call, values can overlap the other calls; inactive = below that. These rows are one share of the data; count on the stated rates, not on these rows.
SMILES,PriA SSB inh,DUSP3 inh,BoNT-A LC inh2,Y pestis TopoI,CCHFV vOTU inh,Anthrax LF prot,Vc quorum ag,TcdB inh,PfHsp40 yeast,SARS 3CLpro inh
Cc1ccc2nc(NCCCNC(=O)c3cnccn3)c(C#N)cc2c1,-10,16,?,9,-21,2,i,-0.7,0.1,-3
CCCCOCCOCCOCCCC,-5,.,-0.1,8,5,-3,-0.3,1.1,0.1,.
COc1cc(OC)nc(NC(=O)NS(=O)(=O)c2ccc(F)cc2)n1,-1,35,0.5,7,4,0,i,1.0,-0.8,2
COc1cc(/C=N\NC(=O)CNC(=O)C(c2ccccc2)c2ccccc2)ccc1O,.,-3,-0.9,8,-6,-7,-2.2,5.4,-0.8,1
COC/C=C/C1=CC2=CC(=O)C(C)(OC(=O)c3cnc4ccccc4n3)C(=O)C2=CN1C1CC1 (stereo unspecified),-11,.,0.4,-7,8,-5,i,-0.6,0.1,.
O=C(NC1CCCC1)C(c1cccs1)N(Cc1ccco1)C(=O)c1csnn1 (stereo unspecified),-19,7,-0.7,2,-3,-3,-0.2,.,-2.7,-2
Cc1ccc(Nc2nc(C)c3c(n2)CC(C)CC3=O)c(C)c1 (stereo unspecified),-11,17,-0.2,4,-9,-3,-0.9,-0.4,-0.8,3
C=CCNc1sc(C(=O)c2ccccc2)c(N)c1C#N,12,17,0.1,0,8,0,i,.,-1.2,-1
CCOc1ccccc1C(=O)N(Cc1ccc(C)o1)C1CCS(=O)(=O)C1 (stereo unspecified),-2,-7,-1.0,1,12,0,-2.9,1.0,-1.7,0
COc1ccc(OCc2cccc(C(=O)NN)c2)cc1,6,8,0.6,-2,19,-1,0.9,.,0.5,0
N=C1/C(=C\c2ccc(OC(=O)c3ccc(F)cc3)cc2)C(=O)N=C2SC(N3CCCC3)=NN12,-12,-2,-0.9,3,21,-6,i,-1.0,1.6,0
CN(C)/C=N/c1[nH]ncc1C#N,.,9,-1.0,9,-3,-6,-0.2,0.9,0.2,4
c1ccc2cc(C3N4CCCN34)ccc2c1 (stereo unspecified),0,-1,-0.7,-9,-4,-2,-0.4,1.7,2.4,1
CCN(CC)C(=O)C1CC(=O)OC1(C)C (stereo unspecified),-4,-8,0.6,0,11,-1,-0.4,0.0,0.5,-5
Cc1c(NC(=O)C2CC(c3cccc(Br)c3)=NO2)c(=O)n(-c2ccccc2)n1C (stereo unspecified),9,9,0.5,4,5,0,-0.3,0.2,0.8,3
Cn1c(=O)n(C)c2cc(NS(=O)(=O)c3ccc(Br)s3)ccc21,-3,15,-0.2,6,7,-1,0.8,-0.2,0.9,-1
COCC(=O)N(CCc1ccc(OC)cc1)Cc1nc2ccccc2c(=O)[nH]1,-25,27,1.3,5,-4,3,i,.,0.8,-3
CCc1nnc(NS(=O)(=O)c2ccc(NC(=S)NC(=O)c3ccc(OC)c(OC)c3)cc2)s1,2,-1,0.8,7,6,2,-0.2,-0.5,2.5,2
COC(=O)C1=NN(C(=O)c2ccccc2)C(O)(c2ccc([N+](=O)[O-])cc2)C1 (stereo unspecified),9,64,-0.1,-1,7,-10,i,0.1,-0.7,-3
COc1ccc(NC(=O)Cn2c([N+](=O)[O-])cnc2C)cc1Cl,-13,-7,0.1,3,-4,27,1.2,0.2,-0.9,-6
COc1ccc(S(=O)(=O)NC(C)C(=O)Nc2ccccc2C(F)(F)F)cc1 (stereo unspecified),5,18,-0.9,-8,-8,-1,i,.,-0.3,0
CC(C)c1ccc(O)c(=O)cc1,.,.,-1.8,0,1,-12,-0.5,0.6,.,.
COc1ccc(C(O)c2ncc(-c3cccc(C(F)(F)F)c3)[nH]2)cc1F (stereo unspecified),.,.,-0.1,-13,5,-3,-0.3,1.4,.,.
CCOC(=O)c1csc(NC(=O)c2ccc(N3C(=O)CCC3=O)cc2)n1,-7,11,0.6,0,-6,1,-0.5,0.8,-0.2,0
O=C(Nc1ccc2[nH]ncc2c1)c1ccccc1Br,36,4,.,1,5,.,-1.3,0.2,-1.2,-3
# The results go on:
SMILES,PriA SSB inh,DUSP3 inh,BoNT-A LC inh2,Y pestis TopoI,CCHFV vOTU inh,Anthrax LF prot,Vc quorum ag,TcdB inh,PfHsp40 yeast,SARS 3CLpro inh
COc1ccc(N2C[C@H](C)[C@@H](CC(=O)Nc3ccc(Br)cc3)C2=O)cc1,.,.,-0.8,-4,0,1,i,1.6,.,.
C/C(=N\N=C(N)N)c1cccc(Cl)c1,.,3,-0.2,6,3,0,-0.6,0.0,-0.7,-2
CCN(Cc1ccccc1)C(=O)C1CCN(Cc2sccc2C)CC1,11,9,-1.0,14,2,0,-0.4,.,0.5,1
CC(C)Cn1cc(C(=O)N2CCC(C)CC2)c2c3ccccc3n(C)c2c1=O,1,-1,-1.1,25,-17,-1,-0.5,-6.3,1.3,2
COc1ccc(CC(NC(C)=O)C(=O)NC2CCN(c3nnnn3-c3ccccc3)CC2)cc1 (stereo unspecified),-20,25,0.8,6,5,-3,.,.,-0.2,0
COc1ccc(C(=O)N2CCCC2(C)C(=O)O)cc1C(F)(F)F (stereo unspecified),.,.,0.0,0,9,2,i,1.8,.,.
O=C(O)c1cccc(Nc2nc(Nc3ccccc3)nc(N3CCCC3)n2)c1,-9,6,2.2,-5,2,1,-0.1,-0.8,1.0,-4
O=C(Nn1cnnc1)c1cc2c(s1)CCCC2,-11,0,0.2,-4,3,-2,i,.,1.4,-1
CC1CN(c2ncnc3c2oc2ccccc23)CC(C)O1 (stereo unspecified),-12,-8,.,-3,2,.,-3.4,.,0.4,-1
CC(C)(C)c1cc(OC(=O)c2ccccc2F)ccc1O,-10,26,-0.4,9,2,4,i,1.6,5.7,2
O=C1CC(C(=O)N2CCCc3ccccc32)CN1c1ccc(Cl)cc1 (stereo unspecified),-10,-3,-0.5,26,-7,-4,-0.3,0.4,0.4,5
COc1ccc(N(CC(=O)Nc2c(C)n(C)n(-c3ccccc3)c2=O)S(=O)(=O)c2ccc(F)cc2)cc1,-10,-1,0.5,3,3,1,-0.2,0.0,0.1,0
CCOC(=O)c1cnc2c(cnn2C)c1NCCCN(C)C,-3,24,0.2,3,1,-7,-0.3,.,1.7,0
O=C(Nc1ccc(Cl)c(Cl)c1)Nc1nnc(-c2ccncc2)s1,4,.,0.8,-10,0,3,-0.3,.,-0.3,-3
CN(CC1CCCN(CCc2ccc(F)cc2)C1)C(=O)CCC(N)=O (stereo unspecified),-10,86,2.5,5,-7,12,-7.7,0.3,0.1,-8
O=C(NCc1cccnc1)c1ccc2c(c1)C(=O)N(Cc1ccccc1)C2=O,-1,14,-1.0,2,16,4,-0.9,0.5,-1.7,1
CC(C)CNC(=O)NC1(C(F)(F)F)Oc2ccccc2O1,4,12,0.2,4,-19,-2,-3.3,0.2,-0.9,2
COc1ccccc1N1CCN(S(=O)(=O)c2c[nH]c(=O)[nH]c2=O)CC1,-18,.,.,-2,-1,.,-0.7,2.5,0.5,.
O=c1c(OC2OC(CO)C(O)C(O)C2O)c(-c2ccc(O)c(O)c2)oc2cc(O)cc(O)c12 (stereo unspecified),13,-3,-0.3,0,13,6,-5.3,14*,-0.3,.
CC(C)(C)c1ccc(NC(=O)C2CCCN(c3cnccn3)C2)cc1 (stereo unspecified),9,-6,-0.4,29,-12,-1,i,6.0,6.9,1
CC[C@@H](C)[C@H](N)C(=O)NC[C@H]1O[C@@H](n2cnc3c(N)ncnc32)[C@H](O)[C@@H]1O,5,.,-0.3,0,-2,1,i,-0.9,-1.4,.
CCOc1ccc(C(=O)CCCC(=O)c2ccc(OCC)cc2)cc1,-11,43,-3.3,-6,19,-12,-2.0,-3.9,-1.8,-3
O=C(CSc1nnnn1-c1ccccc1)Nc1ccc(N2CCOCC2)c(Cl)c1,0,4,0.0,0,-36,-2,-0.6,.,0.2,-2
CCN(CC)c1ccc(/C=N/NS(=O)(=O)c2ccc(CNC(C)=O)cc2)cc1,.,-1,0.0,-10,2,-2,-0.2,0.8,0.5,-2
CCOC(=O)CN1C(=O)C(O)(C2CCc3ccccc3C2=O)c2ccccc21 (stereo unspecified),-21,-8,-0.8,-2,3,-7,i,.,?,3
# Continuation:
SMILES,PriA SSB inh,DUSP3 inh,BoNT-A LC inh2,Y pestis TopoI,CCHFV vOTU inh,Anthrax LF prot,Vc quorum ag,TcdB inh,PfHsp40 yeast,SARS 3CLpro inh
CCOC(=O)CC(=O)CSc1nc(-c2ccccc2)cc(-c2ccc(Cl)cc2)c1C#N,-20,24,4.0,1,-8,-2,-3.7,.,-2.1,2
Cc1nc(NC(=O)COC(=O)C2CC3CCCC(C2)C3=O)c(Cl)cc1Cl (stereo unspecified),-6,.,-0.6,4,-16,-3,0.6,1.5,0.9,.
CN(C)S(=O)(=O)c1ccc(C(=O)NCC(=O)N/N=C/c2ccco2)cc1,.,2,0.1,4,7,0,i,0.4,0.8,-2
Cc1cc(C(=O)Nc2ccc(N3CCCC3)c(Cl)c2)ccc1[N+](=O)[O-],16,-11,-1.0,-13,-1,-3,i,.,7.9,-4
COc1ccccc1-n1cc(-c2ccccc2)[nH]c1=S,-4,5,-9.5,12,1,2,i,0.8,0.3,0
O=C(N/N=C/c1ccc(N2CCOCC2)cc1)c1ccc(O)cc1,i,-15,1.7,-8,19,-2,i,1.4,-0.6,3
COc1cccc(C(=O)OCC(=O)c2ccc(Br)s2)c1,-69,15,1.3,10,14,3,-1.3,-1.2,2.3,-2
Cc1sc2ncnc(N3CCC(C(=O)NNC(=O)COc4ccc(Cl)cc4)CC3)c2c1C,-2,.,1.0,18,1,-6,-0.7,0.8,0.1,.
CC(=O)NCCc1ccc(C(=O)COC(=O)c2ccc(C)s2)cc1,.,.,-0.5,0,4,-8,i,0.0,.,.
O=C(O)C1C2CCC(O2)C1C(=O)Nc1ccc(F)c(Cl)c1 (stereo unspecified),-7,-14,-3.6,-5,1,-9,i,0.0,-2.0,3
Cc1ccsc1CN(C(=O)c1ccccc1)C1CCS(=O)(=O)C1 (stereo unspecified),-8,-2,-4.1,10,5,-1,i,1.9,-0.7,3
Brc1ccc2nc(-c3ccccc3)c(Cc3ccccc3)n2c1,.,.,1.8,.,19,1,.,0.8,.,.
O=C(O)C1=C[C@H](c2ccc(Br)cc2)C[C@H](OCCCCO)O1,-11,26,-0.6,14,3,4,-0.3,-0.2&1.1,-2.0,3
O=C(CNS(=O)(=O)c1ccc(Br)s1)NCCc1ccc(Cl)cc1,-6,20,-2.4,-8,14,-9,-0.2,2.6,1.5,-1
CCOC(=O)C1CCN(C(=O)CN2C(=O)NC3(CCCCC3)C2=O)CC1,0,.,-0.3,-1,-9,-3,-0.4,0.8,-0.6,.
COC(=O)CN(c1ccc(C)cc1)S(=O)(=O)c1ccc(F)cc1,-5,20,0.4,-4,3,-4,0.5,-4.1,-0.3,-2
CSCC[C@H](NC(=O)OC(C)(C)C)c1nnc(SCC(=O)N(C)C)o1,-16,6,0.4,-5,10,-2,i,.,1.2,3
CCCCN1CC(C(=O)NCc2ccc(C)cc2)CC1=O (stereo unspecified),.,20,1.4,4,-11,-4,-3.2,.,1.4,-2

# Record cards (already shown). Order of screens: PriA SSB inh | DUSP3 inh | BoNT-A LC inh2 | Y pestis TopoI | CCHFV vOTU inh | Anthrax LF prot | Vc quorum ag | TcdB inh | PfHsp40 yeast | SARS 3CLpro inh
# Results for `O=C(N/N=C/c1ccc(N2CCOCC2)cc1)c1ccc(O)cc1` = i | -15 | 1.7 | -8 | 19 | -2 | i | 1.4 | -0.6 | 3
# Results for `CCOC(=O)C1CCN(C(=O)CN2C(=O)NC3(CCCCC3)C2=O)CC1` = 0 | . | -0.3 | -1 | -9 | -3 | -0.4 | 0.8 | -0.6 | .
# Results for `CCOC(=O)CC(=O)CSc1nc(-c2ccccc2)cc(-c2ccc(Cl)cc2)c1C#N` = -20 | 24 | 4.0 | 1 | -8 | -2 | -3.7 | . | -2.1 | 2
